Wee1 degr inh: blocks degradation of human Wee1 kinase; HeLa Luc-Wee1K328M stability, luciferase luminescence; 100% = proteasome inhibitor MG132 effect; reporter increase, % at 5 µM; 220,000 tested, 1.2% active;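 active = activation above the mean of all tested compounds plus 3 SD, set per screening run, cut at about 8.8% in these data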;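 note: cells exposed to compound for 20 h before luminescence read; 0% = DMSO alone and 100% = MG132 at 30 µM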
Runt-SMMHC FRET: blocks binding of human RUNX1 Runt domain to CBFb-SMMHC | Q01196+Q13951 | Cerulean-Runt/Venus-CBFb-SMMHC FRET ratio 530/480, 1 h | 220,000 tested, 0.74% active | AID 1434 | inhibition, % at 20 µM;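 active = mean inhibition across duplicate retests at 20 µM reaching about 50%, limit read from the data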;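 note: 0% = DMSO wells and 100% = wells with excess untagged CBFb-SMMHC; inhibitors lower the FRET ratio by blocking Runt binding to CBFb-SMMHC; some results filed as inactive read as strong as hits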
Runt-CBFb FRET: inhibitors of human RUNX1 Runt domain binding to CBFb; Q01196+Q13951; Cerulean-Runt/Venus-CBFb FRET ratio 530/480, 1 h; inhibition, % at 20 µM; 220,000 tested, 0.46% active; AID 1496;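 active = inhibition over about 50% at 20 µM in the single-dose screen, limit read from the data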;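 note: 0% = DMSO wells and 100% = excess unlabeled CBFb competitor control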
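Assay system: Cerulean-tagged RUNX1 Runt domain (FRET donor) fusion protein / Amount: 100 nM each of Venus-CBFb and Cerulean-Runt domain / Medium: Tris buffer pH 7.5 with salts and BSA / Also added: Venus-CBFb 100 nM / Schedule: 1 h complex formation plus 1 h compound treatment, room temperature / Signal: FRET fluorescence / Read-out: loss of energy transfer signal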
14-3-3 Bad PPI: disrupts binding of bovine 14-3-3 zeta to phospho-Bad peptide | inhibition, % at 21.7 µM | TR-FRET 14-3-3zeta/Dy647-pBad peptide displacement, 1 h | AID 781 | 220,000 tested, 0.71% active | P63103;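 active = inhibition above about 70%, limit read from the data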;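 note: 0% = full 14-3-3 plus peptide FRET controls and 100% = background without 14-3-3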
Target sequence (P63103 whole entry, looked up): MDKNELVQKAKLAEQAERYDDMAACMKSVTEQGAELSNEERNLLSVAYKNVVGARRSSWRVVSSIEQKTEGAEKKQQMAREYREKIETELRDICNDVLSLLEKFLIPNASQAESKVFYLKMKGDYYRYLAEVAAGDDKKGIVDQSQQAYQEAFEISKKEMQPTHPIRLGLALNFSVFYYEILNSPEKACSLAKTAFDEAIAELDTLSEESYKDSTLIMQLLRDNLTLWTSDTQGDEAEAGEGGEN
Hck-Nef inh: inhibitors of human Hck kinase activated by Nef; Recombinant Hck-YEEI plus Nef, Z-Lyte FRET kinase assay; inhibition, % at 20 µM; 220,000 tested, 0.68% active; P08631;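 active = Hck-Nef kinase inhibition above about 50%, limit read from the data; inactive = inhibition below that limit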;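 note: 0% = DMSO with Hck plus Nef and 100% = Hck alone without Nef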
FXIa inh: factor XIa (human) inhibition | P03951 | inhibition, % at 5 µM | AID 798 | purified FXIa, Boc-Glu-Ala-Arg-AMC fluorogenic substrate | 220,000 tested, 0.14% active;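 active = inhibition of at least 40%; inactive = inhibition below 40%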;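 note: fluorescence of freed AMC excited at 355 nm; 0% = enzyme without compound and 100% = no enzyme blank; many of its hits are not listed in these tables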
thrombin 1536: blocks human thrombin protease activity; P00734; alpha-thrombin, Boc-VPR-AMC fluorogenic substrate cleavage; inhibition, % at 5 µM; 220,000 tested, 0.26% active; AID 1046;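 active = inhibition at or above 40%; inactive = inhibition below 40%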;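 note: 0% = enzyme with no compound and 100% = wells without enzyme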
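Material: human alpha-thrombin protein. Incubation: reaction at ambient temperature. Technique: fluorescence of released AMC, ex 355 nm, em 460 nm. Control set: no-compound enzyme wells and no-enzyme blanks. Also added: Boc-VPR-AMC substrate, 15 µM final. Buffer or medium: pH 7.5 Tris (50 mM) with NaCl 150 mM, Tween 20 0.05%.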
KLK5 inh: inhibitors of human kallikrein 5; Q9Y337; recombinant hK5, fluorogenic AMC substrate cleavage; inhibition, % at 5 µM; 210,000 tested, 0.59% active; AID 873;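 active = inhibition of 40% or more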;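 note: 0% = enzyme controls without compound and 100% = no-enzyme blanks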
FXIIa inh: inhibitors of human coagulation factor XIIa; AID 800; purified FXIIa, Boc-QGR-AMC fluorogenic substrate, 2 h; inhibition, % at 5 µM; P00748; 220,000 tested, 0.3% active; in the data active = inhibition above about 40%;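 note: 0% = enzyme with no compound and 100% = blank without enzyme; many of its hits are not listed in these tables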
Target sequence (P00748 20-372 limits assumed): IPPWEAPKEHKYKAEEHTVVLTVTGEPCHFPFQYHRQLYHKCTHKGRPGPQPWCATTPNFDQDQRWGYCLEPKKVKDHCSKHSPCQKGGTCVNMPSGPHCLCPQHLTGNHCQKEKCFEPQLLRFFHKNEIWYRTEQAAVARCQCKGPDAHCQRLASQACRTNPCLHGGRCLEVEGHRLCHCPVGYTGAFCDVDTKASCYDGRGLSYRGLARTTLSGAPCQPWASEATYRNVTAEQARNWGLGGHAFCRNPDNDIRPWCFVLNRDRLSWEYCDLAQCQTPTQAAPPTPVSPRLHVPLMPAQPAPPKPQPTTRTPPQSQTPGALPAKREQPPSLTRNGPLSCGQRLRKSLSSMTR
Target sequence (P00748 373-615 limits assumed): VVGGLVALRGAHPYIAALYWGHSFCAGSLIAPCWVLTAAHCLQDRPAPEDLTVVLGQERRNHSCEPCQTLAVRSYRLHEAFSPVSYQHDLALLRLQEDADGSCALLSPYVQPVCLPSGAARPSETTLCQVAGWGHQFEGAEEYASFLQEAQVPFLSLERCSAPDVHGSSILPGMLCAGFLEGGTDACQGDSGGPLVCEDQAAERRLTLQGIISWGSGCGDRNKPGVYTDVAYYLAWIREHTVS
* = called active by the depositor; [ ] = dose if it differs, or a comment. Not a hit list. About 4.2% of those tested had a hit in this group.

Results for C/C(=C\c1ccccc1)CN1CCN(c2ccccc2)CC1 ?
Wee1 degr inh: -1; Runt-SMMHC FRET: 0; Runt-CBFb FRET: -4; 14-3-3 Bad PPI: 12; Hck-Nef inh: 1; FXIa inh: 7; thrombin 1536: 3; KLK5 inh: -25; FXIIa inh: 10

How did C#CCNC(=O)C1=C[C@@H](c2coc3ccccc3c2=O)C[C@@H](OCc2ccc(CO)cc2)O1 do in these assays?
Wee1 degr inh: 0; Runt-SMMHC FRET: -5; Runt-CBFb FRET: -1; 14-3-3 Bad PPI: 2; Hck-Nef inh: 4; FXIa inh: -2; thrombin 1536: -5; KLK5 inh: -4; FXIIa inh: 3

What do the screens show for `Cc1nc(/C=[N+](\[O-])C(C)(C)/C=N/O)n(O)c1C`?
Wee1 degr inh: 3; Runt-SMMHC FRET: 3; Runt-CBFb FRET: -1; 14-3-3 Bad PPI: -6; Hck-Nef inh: 2; FXIa inh: 0; thrombin 1536: 4; KLK5 inh: -3; FXIIa inh: 13

Results for CN1CCN(c2cc(N3CCc4ccccc4C3)c(F)cc2[N+](=O)[O-])CC1 ?
Wee1 degr inh: 0; Runt-SMMHC FRET: 1; Runt-CBFb FRET: -1; 14-3-3 Bad PPI: -8; Hck-Nef inh: 1; FXIa inh: 2; thrombin 1536: 1; KLK5 inh: -1; FXIIa inh: 7

What do the screens show for `COc1ccc(C2Nc3ccccc3C(=O)N2c2ccccc2)cc1Cn1cc([N+](=O)[O-])cn1` (stereo not given)?
Wee1 degr inh: -1; Runt-SMMHC FRET: 0; Runt-CBFb FRET: 2; 14-3-3 Bad PPI: -2; Hck-Nef inh: 0; FXIa inh: -11; thrombin 1536: -15; KLK5 inh: -11; FXIIa inh: 4

What do the screens show for `O=c1[nH]c2cc3c(cc2cc1CN(Cc1ccco1)C(=S)NCC1CCCO1)OCCO3` (stereo not given)?
Wee1 degr inh: -2; 14-3-3 Bad PPI: -12; Hck-Nef inh: 15; FXIa inh: -3; thrombin 1536: -4; KLK5 inh: -4; FXIIa inh: 2

How did O=C(CSc1nnc(CN2CCCCC2)n1-c1ccccc1)c1ccc2c(c1)OCO2 do in these assays?
Wee1 degr inh: -2; Runt-SMMHC FRET: -1; Runt-CBFb FRET: 0; 14-3-3 Bad PPI: 2; Hck-Nef inh: 0; FXIa inh: 15; thrombin 1536: 6; KLK5 inh: 8; FXIIa inh: 21

Results for C=CCOc1c(Br)cc(/C=N/NC(N)=O)cc1OC ?
Wee1 degr inh: 0; Runt-SMMHC FRET: 0; Runt-CBFb FRET: -2; 14-3-3 Bad PPI: -5; Hck-Nef inh: 5; FXIa inh: 5; thrombin 1536: -1; KLK5 inh: -9; FXIIa inh: 7

Results for O=c1cnnc(N/N=C/c2cccs2)[nH]1 ?
Wee1 degr inh: 7; Runt-SMMHC FRET: -5; Runt-CBFb FRET: 3; 14-3-3 Bad PPI: -5; Hck-Nef inh: 0; FXIa inh: 5; thrombin 1536: -1; KLK5 inh: 2; FXIIa inh: 9

What do the screens show for `O=C1CCCN2N=C(SCC(=O)N3N=C(c4ccc(Br)cc4)CC3c3ccc(F)cc3)SC2=N1` (stereo not given)?
Wee1 degr inh: -1; Runt-SMMHC FRET: -2; Runt-CBFb FRET: 0; 14-3-3 Bad PPI: -9; Hck-Nef inh: 21; FXIa inh: -1; thrombin 1536: 3; KLK5 inh: -5; FXIIa inh: 3

How did COc1ccc(C(=O)Cc2ccccc2)cc1OC do in these assays?
Wee1 degr inh: -2; Runt-SMMHC FRET: 0; Runt-CBFb FRET: -1; 14-3-3 Bad PPI: -2[fluorescence artefact?]; Hck-Nef inh: 2; FXIa inh: 4; thrombin 1536: 2; KLK5 inh: -10; FXIIa inh: 16

Results for C/C(=N/NC(N)=S)c1cc2ccc(O)cc2oc1=O ?
Wee1 degr inh: -3; Runt-SMMHC FRET: 84*; Runt-CBFb FRET: 10; 14-3-3 Bad PPI: -7; Hck-Nef inh: 187*; FXIa inh: 6; thrombin 1536: -8; KLK5 inh: 4; FXIIa inh: 2

What do the screens show for `Cn1c(=O)c2[nH]c(SCc3ccccn3)nc2n(C)c1=S`?
Wee1 degr inh: -3; Runt-SMMHC FRET: -7; Runt-CBFb FRET: 1; 14-3-3 Bad PPI: -1; Hck-Nef inh: 0; FXIa inh: -11; thrombin 1536: -6; KLK5 inh: 14; FXIIa inh: 4

Results for Cn1cc(C(CC(=O)O)C(=O)O)c2ccccc21 (stereo not given) ?
Wee1 degr inh: 2; Runt-SMMHC FRET: -1; Runt-CBFb FRET: 1; 14-3-3 Bad PPI: -3; Hck-Nef inh: -1; FXIa inh: -2; thrombin 1536: -6; KLK5 inh: -6; FXIIa inh: 7

How did FC(F)C(F)(F)C1=CC(c2ccccc2)=NCCN1 do in these assays?
Wee1 degr inh: -1; Runt-SMMHC FRET: 5; Runt-CBFb FRET: -3; 14-3-3 Bad PPI: -3; Hck-Nef inh: -2; FXIa inh: 5; thrombin 1536: 0; KLK5 inh: 2; FXIIa inh: 3

Results for CCn1c(CNc2ccc(Cl)cc2)nnc1SCC#N ?
Wee1 degr inh: -4; 14-3-3 Bad PPI: 1; Hck-Nef inh: 19; FXIa inh: 4; thrombin 1536: -10; KLK5 inh: 2; FXIIa inh: 6

What do the screens show for `COC(=O)Nc1ccc(C)c2nsnc12`?
Wee1 degr inh: -2; Runt-SMMHC FRET: -9; Runt-CBFb FRET: -3; 14-3-3 Bad PPI: 9; Hck-Nef inh: 1; FXIa inh: 5; thrombin 1536: -3; KLK5 inh: -9; FXIIa inh: 19

How did COc1ccc(/C=N/NC(=O)c2cccnc2)cc1CSc1nc2ccccc2s1 do in these assays?
Wee1 degr inh: 3; Runt-SMMHC FRET: -1; Runt-CBFb FRET: -9; 14-3-3 Bad PPI: 3[fluorescence artefact?]; Hck-Nef inh: 1; FXIa inh: 6; thrombin 1536: 4; KLK5 inh: 2; FXIIa inh: 4

Results for CC(C)CNC(=O)COC(=O)c1c2c(nc3ccccc13)/C(=C/c1cccs1)CC2 ?
Wee1 degr inh: 3; Runt-SMMHC FRET: -92; Runt-CBFb FRET: -25; 14-3-3 Bad PPI: 5; Hck-Nef inh: -4; FXIa inh: 11; thrombin 1536: -4; KLK5 inh: 2; FXIIa inh: 7

How did Cc1ccc(NC(=S)c2nc3ccccc3[nH]2)c(C)c1 do in these assays?
Wee1 degr inh: 4; Runt-SMMHC FRET: -3; Runt-CBFb FRET: 2; 14-3-3 Bad PPI: -21; Hck-Nef inh: 0; FXIa inh: 3; thrombin 1536: -3; KLK5 inh: -104; FXIIa inh: 11

How did CC(NC(=O)C(=O)Nc1nccs1)c1ccccc1 (stereo not given) do in these assays?
Wee1 degr inh: -2; Runt-SMMHC FRET: 2; Runt-CBFb FRET: 2; 14-3-3 Bad PPI: -2; Hck-Nef inh: 22; FXIa inh: 0; thrombin 1536: -1; KLK5 inh: 2; FXIIa inh: 10

How did O=C1c2cccc3cccc(c23)C(=O)N1CCCCCc1n[nH]c(=S)o1 do in these assays?
Wee1 degr inh: 0; Runt-SMMHC FRET: 7; Runt-CBFb FRET: -3; 14-3-3 Bad PPI: -1; Hck-Nef inh: -12; FXIa inh: 0; thrombin 1536: -2; FXIIa inh: 2

Results for COc1ccc(CCNC(=O)Cn2cnc3scc(-c4ccccc4)c3c2=O)cc1OC ?
Wee1 degr inh: 9; Runt-SMMHC FRET: -2; Runt-CBFb FRET: -1; 14-3-3 Bad PPI: -4; Hck-Nef inh: 3; FXIa inh: -5; thrombin 1536: -2; KLK5 inh: -11; FXIIa inh: -1

Results for COc1ccc2[nH]c(=O)c3c(c2c1)OC(C)(C)C=C3 ?
Wee1 degr inh: -2; Runt-SMMHC FRET: 0; Runt-CBFb FRET: -2; 14-3-3 Bad PPI: 4; Hck-Nef inh: 5; FXIa inh: -6; thrombin 1536: -2; KLK5 inh: 3; FXIIa inh: -11

Of the compounds above, these have fluorine:
Results for CN1CCN(c2cc(N3CCc4ccccc4C3)c(F)cc2[N+](=O)[O-])CC1 ?
Wee1 degr inh: 0; Runt-SMMHC FRET: 1; Runt-CBFb FRET: -1; 14-3-3 Bad PPI: -8; Hck-Nef inh: 1; FXIa inh: 2; thrombin 1536: 1; KLK5 inh: -1; FXIIa inh: 7

What do the screens show for `O=C1CCCN2N=C(SCC(=O)N3N=C(c4ccc(Br)cc4)CC3c3ccc(F)cc3)SC2=N1` (stereo not given)?
Wee1 degr inh: -1; Runt-SMMHC FRET: -2; Runt-CBFb FRET: 0; 14-3-3 Bad PPI: -9; Hck-Nef inh: 21; FXIa inh: -1; thrombin 1536: 3; KLK5 inh: -5; FXIIa inh: 3

How did FC(F)C(F)(F)C1=CC(c2ccccc2)=NCCN1 do in these assays?
Wee1 degr inh: -1; Runt-SMMHC FRET: 5; Runt-CBFb FRET: -3; 14-3-3 Bad PPI: -3; Hck-Nef inh: -2; FXIa inh: 5; thrombin 1536: 0; KLK5 inh: 2; FXIIa inh: 3

Next section.
Results for CC(=O)C1=C(O)C(=O)N(c2nccs2)C1c1ccccc1 (stereo not given) ?
Wee1 degr inh: 2; Runt-SMMHC FRET: 2; Runt-CBFb FRET: 3; 14-3-3 Bad PPI: 43; Hck-Nef inh: 1; FXIa inh: -4; thrombin 1536: 4; KLK5 inh: -4; FXIIa inh: 14

Results for CC(=O)Nc1ccc(S(=O)(=O)N(CC(=O)Nc2cc(C)on2)Cc2ccc(F)cc2)cc1 ?
Wee1 degr inh: 5; Runt-SMMHC FRET: 1; Runt-CBFb FRET: 2; 14-3-3 Bad PPI: 8; Hck-Nef inh: 16; FXIa inh: 4; thrombin 1536: 4; KLK5 inh: 0; FXIIa inh: 9

How did Cc1ccc(NC(=S)Nc2ccccn2)c(C)c1 do in these assays?
Wee1 degr inh: -2; Runt-SMMHC FRET: 4; Runt-CBFb FRET: 6; 14-3-3 Bad PPI: -5; Hck-Nef inh: -11; FXIa inh: 3; thrombin 1536: 0; KLK5 inh: 2; FXIIa inh: 9

Results for O=C(NCc1ccncc1)Nc1ccc2c(c1)OCO2 ?
Wee1 degr inh: -1; Runt-SMMHC FRET: -1; Runt-CBFb FRET: 3; 14-3-3 Bad PPI: -1; Hck-Nef inh: 5; FXIa inh: -5; thrombin 1536: -9; FXIIa inh: 3
